NR3A LBD binder = NR3A (human) ligand-binding domain modulation. Tm shift relative to glycine control, % at 25 µM. 340,000 compounds, 2.5% hits. NR3A LBD differential scanning fluorimetry, Tm shift; 0% = protein alone, 100% = glycine-bound protein;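 active = melting temperature shift of at least 10% of the positive control shift, at one fixed dose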
SENP1 FRET inh = SENP1 (human) catalytic domain inhibition; Q9P0U3; recombinant SENP1 catalytic domain, CyPet-SUMO1-YPet FRET cleavage; inhibition, % at 10 µM; 360,000 compounds, 0.21% hits; AID 624204;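 active = inhibition at least 30% at 10 µM, raw YFP signal under a set limit, fluorescence ratio 0.5 to 1.5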;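 also: 0% = enzyme with DMSO and 100% = no enzyme wells; some results filed as inactive read as strong as hits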
Target sequence (Q9P0U3 419-644 limits assumed): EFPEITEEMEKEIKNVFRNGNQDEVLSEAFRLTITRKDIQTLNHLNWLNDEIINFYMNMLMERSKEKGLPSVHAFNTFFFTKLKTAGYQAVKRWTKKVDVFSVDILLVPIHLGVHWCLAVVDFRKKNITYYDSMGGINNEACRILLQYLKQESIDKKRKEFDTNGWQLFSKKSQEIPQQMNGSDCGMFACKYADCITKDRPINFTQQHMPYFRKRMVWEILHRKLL
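Test system: recombinant human SENP1 catalytic domain, His6-tagged / Medium: pH 8 Tris buffer with EDTA, NaCl, BME, BSA, NP40, catalase / Also added: SUMO1 FRET substrate flanked by Cypet and Ypet, 25 nM / Times: 50 min reaction at room temperature / Signal: FRET, CFP and YFP emission / Control set: no-enzyme low control and enzyme-plus-DMSO high control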
SENP8 inh = inhibitors of human SENP8 protease; Q96LD8; recombinant SENP8, Nedd8 substrate fluorescence; inhibition, % at 20 µM; 360,000 compounds, 0.64% hits; AID 602440; in the data active = inhibition mostly above about 40%, no sharp cut-off; inactive = mostly below about 27%
Target sequence (Q96LD8 whole entry, looked up): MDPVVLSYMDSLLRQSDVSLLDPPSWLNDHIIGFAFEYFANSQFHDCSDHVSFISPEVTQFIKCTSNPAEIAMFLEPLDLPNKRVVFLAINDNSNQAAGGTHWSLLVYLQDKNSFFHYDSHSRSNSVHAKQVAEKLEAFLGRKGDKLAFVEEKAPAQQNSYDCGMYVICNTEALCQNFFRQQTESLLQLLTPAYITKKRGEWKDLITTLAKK
PfGluPho inh = PfG6PD (Plasmodium falciparum) enzyme inhibition | PfGluPho enzyme, NADPH resazurin-diaphorase fluorescence | inhibition, % at 20 µM | 350,000 compounds, 0.78% hits;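 active = inhibition reaching at least a set limit at 20 µM in the primary screen, cut at about 59% in these data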;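 also: 0% = DMSO wells with substrate and 100% = DMSO wells lacking glucose-6-phosphate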
SENP6 inh = inhibitors of human SENP6 protease; Q9GZR1; Recombinant SENP6 catalytic domain, aminoluciferin luminescence; inhibition, % at 10 µM; 330,000 compounds, 1.8% hits; AID 2599;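 active = inhibition above about 50% at the single tested dose, limit read from the data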;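 also: plate controls were DMSO wells with enzyme for no effect and DMSO wells lacking enzyme for full effect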
Target sequence (Q9GZR1 628-1112 limits assumed): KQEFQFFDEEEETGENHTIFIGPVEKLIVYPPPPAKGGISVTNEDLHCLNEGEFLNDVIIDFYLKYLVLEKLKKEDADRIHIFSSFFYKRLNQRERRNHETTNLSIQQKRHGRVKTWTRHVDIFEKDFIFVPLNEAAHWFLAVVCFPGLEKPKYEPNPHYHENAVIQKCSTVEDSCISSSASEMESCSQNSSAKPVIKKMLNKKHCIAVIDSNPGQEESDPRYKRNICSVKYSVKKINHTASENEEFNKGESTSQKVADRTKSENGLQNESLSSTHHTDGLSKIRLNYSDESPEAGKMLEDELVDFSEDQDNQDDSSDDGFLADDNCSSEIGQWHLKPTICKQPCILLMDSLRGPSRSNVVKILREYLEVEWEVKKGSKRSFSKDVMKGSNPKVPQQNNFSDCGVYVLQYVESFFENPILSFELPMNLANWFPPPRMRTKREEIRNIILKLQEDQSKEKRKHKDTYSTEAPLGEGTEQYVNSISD
ATG4B inhibitor = ATG4B (human) cysteine protease inhibition. Q9Y4P1. ATG4B cleavage of LC3-PLA2, NBD-HPC fluorescence, 1 h. inhibition, % at 8.33 µM. 340,000 compounds, 0.51% hits. AID 504462; in the data active = inhibition above about 40%
MPTP inh = permeability transition pore inhibition. isolated mouse mitochondria, Ca2+ swelling absorbance, 30 min. inhibition, % at 10 µM. 360,000 compounds, 1.4% hits;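 active = inhibition of 50% or more, scaled per plate between neutral and stimulator controls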;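 also: 0% = DMSO wells given calcium and 100% = 1 mM EGTA wells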
hIAP activ = increases human intestinal alkaline phosphatase activity. 330,000 compounds, 0.16% hits. activation factor at 10 µM. P09923. purified human IAP, CDP-Star luminescence, 30 min; active compounds read high; 1 = vehicle-only enzyme, 0 = enzyme-free background;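 active = activation factor of the enzyme at least 2-fold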; also: the source names both 10 and 20 µM as test concentration; values of inactives mirror those of a sister screen read the other way
Numbers without * were called inactive; i = inactive; nt = no result given.

SMILES,NR3A LBD binder,SENP1 FRET inh,SENP8 inh,PfGluPho inh,SENP6 inh,ATG4B inhibitor,MPTP inh,hIAP activ
CS(=O)(=O)c1ccc(NC(=O)C2CC(=O)N(c3ccc4c(c3)OCCO4)C2)cc1 (stereo not drawn),2,1,2,-1,-5,-3,-2.3,0.96
Cc1ccc(Cl)c(Cn2cnc3c(cnn3C(C)(C)C)c2=O)c1F,-1,2,4,-4,-8,7,16,1.1
COc1cc(OC)cc(-c2c(C#Cc3ccsc3)c3cc(-c4cccc5[nH]cc(C=O)c45)ccc3n2C)c1,0,-34,i,0,-3,0,-1.0,1
CCCN(CCC)C(=O)c1ccc2c(c1)N(Cc1ccccc1)C(=O)CS2=O (stereo not drawn),0,4,4,20,-13,2,-0.8,1.1
O=C(O)/C(=C/c1cccnc1)NC(=O)c1ccccc1,-2,-1,8,-10,0,-2,-1.6,1.2
COc1cc(NC(=O)c2ccccc2)c(OC)cc1NC(=O)CN1CCN(c2ccccn2)CC1,-2,1,3,19,-4,-7,-4.0,1.3
CCOc1ccc(S(=O)(=O)N2CCOCC2)cc1NC(=O)CCN1C(=O)NC2(CCCC2)C1=O,nt,0,14,8,nt,nt,0.5,nt
O=C(C1CC(=O)N(c2ccc(F)c(Cl)c2)C1)N1CCOCC1 (stereo not drawn),nt,-1,4,-5,nt,nt,0.1,nt
COc1ccc(CCNC(=O)C(=O)NCCOc2ccccc2)cc1OC,-1,0,32,-5,-6,-3,2.3,0.9
COc1ccc(CN(C)C(=O)C(Cc2ccccc2)NC(=O)c2ccccc2)cc1F (stereo not drawn),3,-1,17,18,5,-3,0.4,0.99
CC#CCNCc1ccccc1,1,-1,18,-8,-29,-3,-1.1,1.1
C#CCOCCOCCOCCNc1nc(N2CCN(C(=O)CCCCCCCCCCNC(=O)Cn3cc(C[C@@H](C)O)nn3)CC2)nc(N2CCN(C(=O)CCCCCCCCCCNC(=O)[C@H](CCCCN)n3cc(C[C@@H](C)CC)nn3)CC2)n1,13*,-6,19,58,-36,21,-9.3,1.1
COC(=O)CCC(=O)N1CCCC(N2CCN(c3ccc(OC)cc3)CC2)C1 (stereo not drawn),-1,-1,19,8,-12,-1,-0.3,0.85
Cc1cc([N+](=O)[O-])ccc1NC(=O)Nc1ccccc1F,-28,4,25,-4,-1,3,93*,1.4
O=C1CCCC2=C1C(c1ccc(Cl)cc1)n1c(s/c(=C\c3ccc4ccncc4c3)c1=O)=N2 (stereo not drawn),-2,-29,-241,3,-3,-9,-0.1,0.96
CC1CC(C)CN(CCCNC(=O)c2ccc3c(SCC(=O)O)c4c(nc3c2)CCC4)C1 (stereo not drawn),-1,-3,26,22,-10,-12,0.1,1
CCOc1cc(CN2CCN(CCOCCO)CC2)ccc1OC,2,2,2,-3,2,-9,0.6,1
Cc1cccc(NC(=O)c2cc(S(=O)(=O)N3CCCC3)cn2C)c1,3,-1,16,5,5,-6,1.7,1.1
C=CCC[C@H](Cc1ccc(F)cc1)C(=O)OC[C@H]1CCCN1C(=O)[C@@H](CC=C)CC(=O)NCCO,1,1,11,7,-30,4,-3.6,0.9
CS(=O)(=O)N(CC(=O)N1CCN(Cc2ccccc2)CC1)c1ccccc1Br,-2,2,1,-19,-6,-13,-1.2,1.3

4 entries out of the list, sorted by heavy-atom count, descending:
SMILES,NR3A LBD binder,SENP1 FRET inh,SENP8 inh,PfGluPho inh,SENP6 inh,ATG4B inhibitor,MPTP inh,hIAP activ
COc1cc(OC)cc(-c2c(C#Cc3ccsc3)c3cc(-c4cccc5[nH]cc(C=O)c45)ccc3n2C)c1,0,-34,i,0,-3,0,-1.0,1
CS(=O)(=O)c1ccc(NC(=O)C2CC(=O)N(c3ccc4c(c3)OCCO4)C2)cc1 (stereo not drawn),2,1,2,-1,-5,-3,-2.3,0.96
O=C(C1CC(=O)N(c2ccc(F)c(Cl)c2)C1)N1CCOCC1 (stereo not drawn),nt,-1,4,-5,nt,nt,0.1,nt
Cc1cc([N+](=O)[O-])ccc1NC(=O)Nc1ccccc1F,-28,4,25,-4,-1,3,93*,1.4

Carrying on:
SMILES,NR3A LBD binder,SENP1 FRET inh,SENP8 inh,PfGluPho inh,SENP6 inh,ATG4B inhibitor,MPTP inh,hIAP activ
O=C(Cc1ccsc1)NNC(=O)c1ccccc1O,-2,-6,-191,-27,-10,2,0.3,1.4
O=C1C2ON(c3ccc(Cl)cc3)C(c3ccco3)C2C(=O)N1c1ccccc1 (stereo not drawn),-14,2,6,-7,0,-2,-0.6,1
CC(Sc1nc(N)c(NC(=O)c2ccc(Br)o2)c(=O)[nH]1)C(=O)O (stereo not drawn),3,0,2,8,-12,-3,1.0,0.96
COc1ccc(C(=O)NCCCNC(=O)c2ccco2)cc1OC,-2,3,8,-21,-30,-3,-0.8,0.88
Cc1cc(C)nc(NS(=O)(=O)c2ccc(N)cc2)n1,-1,-3,-4,2,-12,-3,-0.6,1.2
CCCS(=O)(=O)N1CCN(S(=O)(=O)c2ccc(F)cc2)CC1,1,3,16,6,-8,-6,0.0,1.1
CCCc1cc(=O)oc2c3c(cc(OCC(=O)NCCCn4ccnc4)c12)OC(C)(C)CC3,-1,1,-206,10,6,-37,-1.1,1.1
COc1ccc(NC(=O)N2CCN(S(C)(=O)=O)CC2)cc1,-2,2,8,3,-13,-7,-1.3,0.9
CCCn1c(SCC(=O)Nc2nnc(C(C)C)s2)nc2c1c(=O)n(C)c(=O)n2C,-1,3,16,-8,4,-5,2.6,1
Cc1cc(C)n(C(=O)c2cc3ccccc3c(=O)o2)n1,0,0,-3,-9,-10,0,-3.7,1
CN(Cc1cnccn1)C(=O)c1cc(COc2cccc(C(F)(F)F)c2)on1,1,2,6,3,8,-4,0.0,1
COc1ccc(CNC(=O)C2CC(c3cc(C(F)(F)F)cc(C(F)(F)F)c3)=NO2)cc1 (stereo not drawn),-4,-3,12,36,4,-3,-0.2,1.1
CCCc1ccc(OCC(O)CN2CCN(C(=O)OCC)CC2)cc1 (stereo not drawn),1,2,20,3,-12,-6,0.4,1
COc1cccc(NC(=O)Nc2ccc(CC(=O)O)cc2)c1,-2,-2,14,-16,20,6,-0.4,1
C#CCC(NC(=O)c1ccc(C#N)cc1)C(=O)NCCC (stereo not drawn),0,2,13,10,-4,-1,0.4,0.83
N=C1c2ccccc2CN1NC(=O)c1cccc(S(=O)(=O)N2CCOCC2)c1,-1,2,8,-10,8,8,-1.1,0.85
O=C(/C=C/c1ccccc1)N/C(=C/c1ccccc1)C(=O)Nc1ccccc1O,-5,19,3,0,0,-28,5.3,1.1
Cc1cccc(NC(=O)CC2SC(=NC3CCCCC3)NC2=O)c1 (stereo not drawn),-7,0,5,17,-26,-5,-0.4,1.1
CCC(C(=O)NCCC1=CCCCC1)c1ccccc1 (stereo not drawn),0,-4,4,-9,0,30,0.8,0.9
CC1CC(C)CN(S(=O)(=O)CC23CCC(CC2=O)C3(C)C)C1 (stereo not drawn),1,2,6,-12,-17,-1,0.2,0.92

Remaining list, next part.
SMILES,NR3A LBD binder,SENP1 FRET inh,SENP8 inh,PfGluPho inh,SENP6 inh,ATG4B inhibitor,MPTP inh,hIAP activ
CCCC(=O)Nc1ccc(C(=O)COC(=O)C2=COCCO2)cc1,-1,-1,18,1,7,-2,-0.2,1.1
O=C(NN(c1ccccc1)c1ccccc1)c1ccc([N+](=O)[O-])o1,-3,1,22,15,6,-3,1.1,0.95
Cc1occc1-c1nnc(SCC(=O)c2ccc(F)cc2)o1,0,2,18,-1,2,-2,1.2,1.1
COc1cccc(CNC(=O)COC(=O)C2CC3CCCC(C2)C3=O)c1 (stereo not drawn),4,2,4,8,1,-3,0.9,1.7
Cc1cc(C(=O)NCCN2CCN(c3cccc(Cl)c3)CC2)n(-c2ccccc2)n1,-2,0,15,-7,-3,1,0.3,0.86
Cc1ccc(-n2c(-c3ccco3)nc3nc4ccccc4nc32)cc1F,3,-20,-324,-31,3,-7,6.4,0.83
Cc1ccc(NC(=O)CSCC(=O)N(C)Cc2ccc(Cl)c(Cl)c2)cc1,-10,-2,14,28,1,-14,-2.1,0.91
CCCn1c(SCC(=O)Nc2cc(S(=O)(=O)N(C)C)ccc2OC)n[nH]c1=O,4,3,22,-3,-21,1,0.7,1
O=C(O)c1ccc(NS(=O)(=O)c2cccc3cccnc23)cc1,-3,2,3,-49,-10,1,-1.5,0.96
CCN(c1ccccc1)S(=O)(=O)c1ccc(Cl)c(C(=O)N(CC2CCCO2)C2CCS(=O)(=O)C2)c1 (stereo not drawn),-1,1,8,-10,-3,-5,-1.3,0.96
Cc1ccc(-n2ncc3c2CC(C)(C)CC3NC(=O)CCc2ccc(=O)[nH]n2)cc1 (stereo not drawn),-5,3,12,9,13,35,0.5,1.1
O=C(N/N=C/C=C\c1cccc([N+](=O)[O-])c1)c1ccccn1,-4,1,17,-12,-9,1,-0.4,1.1
CCOC(=O)N1CCN(c2cc(=O)n(-c3cccc(C)c3)c(=O)[nH]2)CC1,-1,0,0,-1,0,-5,-2.1,1
Cc1ccn2c(C=O)c(-c3ccc(F)cc3)c(C=O)c2c1,-5,-28,-36,5,-13,4,0.1,0.9
CC1CC(C)CN(CCCNC(=O)c2ccc3c(c2)ncn3C2CCCC2)C1 (stereo not drawn),3,2,8,0,9,-4,0.0,1.3
Cc1ccccc1N1CCN(Cc2c(C#N)c3ccccc3n2C)CC1,-2,0,27,-10,8,18,3.5,0.95
Cc1cc(C(=O)OCC(=O)Nc2cccc(S(N)(=O)=O)c2)c(C)o1,3,-1,4,15,8,-5,-0.7,0.98
C=CCN1C(=O)c2ccc(C(=O)N3CCN(S(=O)(=O)c4cccc(F)c4)CC3)cc2C1=O,0,1,15,0,-22,-5,1.2,0.99
Cc1ccnc(NS(=O)(=O)c2ccc(NC(=O)c3ccc([N+](=O)[O-])s3)cc2)n1,-4,2,14,4,13,0,3.2,1.2
Cc1cc(C)c(/C=N/NC(=O)c2nnn(-c3nonc3N)c2COc2ccc(F)cc2)c(C)c1,26*,1,15,3,-13,-20,3.3,1.2

More results follow.
SMILES,NR3A LBD binder,SENP1 FRET inh,SENP8 inh,PfGluPho inh,SENP6 inh,ATG4B inhibitor,MPTP inh,hIAP activ
CCn1c(CC(C)C)n[nH]c1=S,0,0,7,27,-7,7,-0.1,0.74
Cc1cc[n+](CC(=O)c2cccc([N+](=O)[O-])c2)c2ccccc12,-1,16,19,12,2,-1,-0.5,0.91
CC(C)Oc1ccc(C2CC(=O)N(c3cccc(/C=C/C(=O)O)c3)C2=O)cc1 (stereo not drawn),-1,2,18,7,-12,-2,-1.3,1
COCc1nc2ccccc2n1CCc1ccccc1,0,-1,13,-5,18,2,0.8,0.95
CCC1Oc2ccc(C)cc2N(CC(=O)NCc2cccs2)C1=O (stereo not drawn),-2,-2,12,1,-6,6,0.3,1.1
O=C(CNC(=O)c1ccco1)NNC(=O)c1n[nH]c(=O)c2ccccc12,1,-1,1,-8,9,8,0.6,1.2
O=C(NCc1ccccc1)c1ccc(F)c(F)c1,0,-1,12,0,-18,0,-2.9,1
Cc1ccc(N2C(=O)CC(Sc3ncccn3)C2=O)cc1C (stereo not drawn),-1,2,-4,-13,0,3,2.2,1.1
Cc1ccc2nc(-c3ccncc3)cc(C(=O)Nc3ccc(OC(F)F)cc3)c2c1,2,0,10,16,9,-4,0.5,1.1
CCOC(=O)C1CCN(Cc2ccc(Cl)c(Cl)c2)CC1,0,2,13,-17,-2,12,1.1,0.88
COc1ccc2oc(=O)c(C(=O)NC(C)c3ccccc3)cc2c1 (stereo not drawn),-1,-52,i,4,-16,7,3.0,1.1
Cc1ccc([C@H]2C[C@@H](O)[C@H](n3cc(-c4ccc(F)cc4)nn3)CN2C(=O)c2cccs2)cc1,nt,0,6,1,nt,nt,0.2,nt
CCCC(C)C(=O)Nc1nc(C)c(-c2csc(Nc3cc(Cl)ccc3C)n2)s1 (stereo not drawn),-4,-17,-94,2,4,-1,0.0,0.93
